NCI-60 one-dose screen, 48 h, at 10 µM unless noted. Numbers give growth in % (100 = growth as untreated, 0 = no growth, -100 = all killed).
MDA-MB-231: MDA-MB-231 breast cancer | 5% of 81,000 active | AID 1794789
MCF7: MCF7 breast cancer | 6.3% of 82,000 active
SR: SR leukemia cells; 8.7% of 73,000 active; AID 1794780
MDA-MB-468: MDA-MB-468 breast cancer; 8.5% of 78,000 active
MOLT-4: MOLT-4 leukemia cells; 6.9% of 80,000 active; AID 1794779
K-562: K-562 leukemia. AID 1794777. 7.4% of 78,000 active
MDA-MB-435: MDA-MB-435 melanoma; 7.8% of 82,000 active; AID 1794794
RPMI-8226: RPMI-8226 leukemia cells; 7.5% of 77,000 active
The depositor's hits bear a star; / = not tested or not shown; & = joins results of further samples. How the source made its calls: active means growth percent below 10; inactive means the rest.

nr	SMILES	MDA-MB-231	MCF7	SR	MDA-MB-468
1	COc1ccc2c(c1OC)C(=O)OC2CC(=O)c1ccc(O)cc1O (stereo not drawn)	106	109	96	/
2	O=C1C(c2cccc3ccccc23)=C(c2c[nH]c3ccc(Br)cc23)C(=O)N1O	96	81	/	107
3	O=C1CCCN1CO	102	99	83	94
4	O=C1N(Cc2ccccc2Cl)c2ccccc2C12NN=C(c1ccccc1)S2 (stereo not drawn)	73	54	40	57
5	COc1ccc(-c2nn(-c3cccc(Cl)c3)cc2C2CC(c3cccs3)=NN2)cc1 (stereo not drawn)	118	98	91	98
6	Cc1cccc2c(=O)c3c(sc12)c(N1CCNCC1)nc1ccccc13	56	27	-17*	65
7	Cc1ccc(OCc2ccccc2)cc1	102	108	108	101
8	O=C1NC(=O)C2(N1)C(=O)c1cccc3cccc2c13 (stereo not drawn)	96	97	84	96
9	COC(=O)c1cc(C(=O)C(C)(C)C)n2c3ccccc3c3ccccc3c12	79	86	70	88
10	CC(=O)[C@@H]1CC[C@H](C)c2ccc(C)nc2C1	110	99	114	116
11	CSc1nc2c(c(=O)[nH]1)C1(C(=O)N(C)c3ccccc31)c1c(nc(SC)[nH]c1=O)N2	99	96	104	105
12	O=C(Cn1cc(CSc2nnc3oc4ccccc4n23)nn1)Nc1ccc(F)c(Cl)c1	66	59	/	52
13	[O-][N+](=Nc1cccc(Cl)c1)c1cccc(Cl)c1	102	28	141	-25*
14	OCC[C@H]1C[C@H]1c1ccoc1	102	98	113	101
15	COc1ccc(/C=N/NC(=O)c2cnn(CC(O)Cc3ccccc3)c2N)cc1OC1CCCC1 (stereo not drawn)	86	84	89	93

nr	MOLT-4	K-562	MDA-MB-435	RPMI-8226
1	88	98	112	120
2	/	/	106	97
3	101	113	105	99
4	54	43	69	66
5	98	94	101	95
6	34	-23*	62	7.4*
7	106	/	115	117
8	101	99	106	91
9	67	77	105	70
10	110	119	108	103
11	110	106	103	116
12	/	/	91	60
13	125	133	102	82
14	101	96	104	104
15	67	99	100	55

Record cards, as listed above. Order of values: MDA-MB-231, MCF7, SR, MDA-MB-468, MOLT-4, K-562, MDA-MB-435, RPMI-8226
Profile of O=C1CCCN1CO → 102, 99, 83, 94, 101, 113, 105, 99
Profile of O=C1NC(=O)C2(N1)C(=O)c1cccc3cccc2c13 (stereo not drawn) → 96, 97, 84, 96, 101, 99, 106, 91
Profile of Cc1cccc2c(=O)c3c(sc12)c(N1CCNCC1)nc1ccccc13 → 56, 27, -17*, 65, 34, -23*, 62, 7.4*
Profile of O=C1N(Cc2ccccc2Cl)c2ccccc2C12NN=C(c1ccccc1)S2 (stereo not drawn) → 73, 54, 40, 57, 54, 43, 69, 66
Profile of COc1ccc2c(c1OC)C(=O)OC2CC(=O)c1ccc(O)cc1O (stereo not drawn) → 106, 109, 96, /, 88, 98, 112, 120

Next section:
nr	SMILES	MDA-MB-231	MCF7	SR	MDA-MB-468
16	CC(C)NC(=O)C1CCCCC1	114	98	/	102
17	COc1cc2ncnc(Nc3ccc4c(cnn4C(=O)Nc4ccc(Cl)c(Cl)c4)c3)c2cc1OC	106	94	90	90
18	N#Cc1c(NCc2ccco2)oc(-c2ccccc2)c1-c1ccccc1	98	93	65	95
19	CN1CCN(Cc2ccc(NC(=O)c3cncc(C#Cc4cncc5ncccc45)c3)cc2C(F)(F)F)CC1	5.9*	14	-38*	44
20	Oc1ccccc1-c1nc(Br)cn2ccnc12	99	68	99	81
21	COc1ccc(C(=O)c2c(N)c(C#N)cn2-c2cccc(OC)c2)cc1	39	17	27	-3.2*
22	CCOC(=O)c1sc2nc(-c3ccc(N(C)C)cc3)nc(N3CCOCC3)c2c1C	93	90	89	92
23	Cc1ccc(C(=O)N/N=C/c2cccs2)cn1	97	94	68	100
24	O=C(O)CN1CCc2c(sc3ncnc(N/N=C/c4cccc(Br)c4)c23)C1	110	101	112	112
25	O=C(NNc1nc2ccccc2nc1/C=C/c1ccc([N+](=O)[O-])cc1)Nc1cccc(Cl)c1	68	41	51	60
26	CC1C(=O)c2ccccc2CC1C(=O)O (stereo not drawn)	109	99	96	118
27	COC(=O)CC[C@@H]1O[C@@H](c2cc(OC)c(OC)c(OC)c2)[C@H](I)[C@H]1O	99	98	102	107
28	COc1cc(/C=C(/c2ccccc2)[N+](=O)[O-])c(OC)c2c1OCO2	-48*	-36*	-19*	-81*
29	Cc1cc2ncn(CO)c2cc1C	114	91	96	95
30	C/C(=N\O)c1ccc(NC(=O)CSc2nnc(-c3ccc(Cl)cc3)o2)cc1	110	91	88	107

nr	MOLT-4	K-562	MDA-MB-435	RPMI-8226
16	/	/	103	99
17	99	92	105	109
18	85	96	102	/
19	9.1*	-8.4*	11	9.6*
20	70	100	112	106
21	29	15	-37*	22
22	91	89	101	107
23	95	98	96	89
24	113	105	104	/
25	44	36	60	59
26	97	103	108	110
27	111	103	109	103
28	-11*	0.2*	-23*	-20*
29	101	103	90	96
30	103	95	102	101

Other entries follow.
nr	SMILES	MDA-MB-231	MCF7	SR	MDA-MB-468
31	COc1ccc(/C=N/Nc2ccc(S(=O)(=O)O)cc2)cc1	118	107	125	103
32	CCCCCCCCCCCCS(=O)CC(C)O (stereo not drawn)	104	93	110	106
33	CCN(CC)Cc1cc(Nc2ccnc3ccc(OC)cc23)ccc1O	59	23	7.7*	-4.0*
34	Cc1ccc2oc(-c3ccccc3)c(O)c(=O)c2c1	103	53	/	105
35	Oc1cccc(CCc2ccccn2)c1	102	104	95	117
36	COc1ccc(-c2cc(-c3ccc(Nc4nc(Nc5ccccc5)nc(Nc5ccc(Cl)cc5)n4)cc3)nc(N)n2)cc1	49	23	/	87
37	CN(C(=O)COc1ccccc1)c1ccc([N+](=O)[O-])cc1	108	105	90	/
38	O=C1C=C(Nc2ccccc2)c2ncccc2C1=O	-18*	-52*	-28*	-61*
39	Cc1ccc2nc(COc3ccc(C(=O)NN4C(=O)c5c(Cl)c(Cl)c(Cl)c(Cl)c5C4=O)cc3)[nH]c2c1	98	76	71	106
40	CC(C)(C)OC(=O)CN1CCc2c(sc3ncnc(N/N=C/c4ccc(Br)cc4)c23)C1	90	44	86	67
41	CC(=O)Nc1ccc(-c2cn(-c3cccc(C(=O)Nc4ccc(Cl)c(C(F)(F)F)c4)c3)nn2)cn1	-87*	-48*	16	-69*
42	CCCC(O)Cn1ncc(C(=O)OCC)c1NC(=O)NCc1ccccc1C(F)(F)F (stereo not drawn)	104	95	90	91
43	COc1cc(-c2nn(C(=O)NS(=O)(=O)c3ccc(Cl)cc3)cc2-c2ccncc2)ccc1Cl	71	92	76	84
44	Cc1c(O)c(O)cc2c3c(oc12)CC(c1ccco1)CC3=O (stereo not drawn)	83	28	72	54
45	Nc1ccc(C(=O)Nc2cc(S(=O)(=O)O)cc3cc(S(=O)(=O)O)ccc23)cc1	111	111	114	106

nr	MOLT-4	K-562	MDA-MB-435	RPMI-8226
31	117	107	103	114
32	97	103	96	99
33	30	13	48	48
34	47	41	85	70
35	100	97	112	106
36	29	24	67	50
37	87	94	107	97
38	-50*	-48*	-95*	-41*
39	89	101	109	100
40	71	69	102	/
41	7.0*	4.9*	-71*	16
42	75	63	101	72
43	81	99	83	81
44	84	80	104	81
45	103	108	113	111

Further structures:
nr	SMILES	MDA-MB-231	MCF7	SR	MDA-MB-468
46	CN1C(=O)C(C2=NN(C=O)C(c3ccc(Cl)cc3)C2)C(=O)N(C)C1=O (stereo not drawn)	82	76	74	63
47	NC(=S)N/N=C(/c1ccccc1)c1ccc2nc(-c3ccc(Cl)cc3)[nH]c2c1	77	45	81	62
48	Cc1ccc(/C=C2\CN(Cc3cn(CCNc4ccnc5cc(Cl)ccc45)nn3)C/C(=C\c3ccc(C)cc3)C2=O)cc1	-28*	-38*	-20*	-31*
49	Cc1cc(/C=C2\SC(=Nc3ccccc3)N(C3CCCC3)C2=O)c(C)n1-c1ccc(Cl)cc1	-53*	-56*	-37*	-84*
50	CCOC(=O)c1c(Nc2ncnc3cc(OC)c(OC)cc23)sc2c1CCCC2	84	83	117	99
51	O=c1cccc[nH]1	118&118	106&100	107	109&104
52	COc1ccc(-c2ccc3cnc4sc(-c5ccc(OC)cc5)nc4c3n2)cc1	90	78	84	96
53	O=C(Nc1ccc(C2=NCCCN2)cc1)c1ccc(C(=O)Nc2ccc(C3=NCCCN3)cc2)cc1	126	106	72	/
54	Cn1nc(NC(=O)C(F)(F)F)c2ncc(-c3ccccc3)nc21	115	93	86	94
55	COc1ccc(/C=N/OCC(O)CN2CCC(O)CC2)cc1OC1CCCC1 (stereo not drawn)	100	95	112	117
56	Clc1ccc(-c2ncc(-c3ccccc3)o2)cc1	82	58	87	103
57	NS(=O)(=O)c1ccc(Nc2nc(N/N=C/c3cc(Br)c(O)c(Br)c3)nc(Nc3ccccc3)n2)cc1	-0.2*	38	-12*	-57*
58	Nc1cc(Cl)ccc1C(=O)O	97	101	87	110
59	O=C(Nc1cccc(-c2cc(=O)c3ccccc3o2)c1)Nc1ccc2c(c1)OCO2	111	91	96	89
60	CN(C)c1ccc(/C=C/c2nccc3ccccc23)cc1	51	31	/	-1.1*

nr	MOLT-4	K-562	MDA-MB-435	RPMI-8226
46	61	64	73	64
47	53	35	95	88
48	-10*	-15*	-67*	-30*
49	-18*	-23*	-82*	-43*
50	/	134	99	97
51	109&68	102&131	106&117	100&96
52	86	97	101	87
53	102	104	96	97
54	85	97	115	102
55	106	100	102	110
56	94	96	106	96
57	-8.4*	14	56	79
58	92	93	124	98
59	99	94	96	111
60	100	93	56	72

Arranged by heavy-atom count (rising): 3 of the compounds above.
nr	SMILES	MDA-MB-231	MCF7	SR	MDA-MB-468
51	O=c1cccc[nH]1	118&118	106&100	107	109&104
54	Cn1nc(NC(=O)C(F)(F)F)c2ncc(-c3ccccc3)nc21	115	93	86	94
49	Cc1cc(/C=C2\SC(=Nc3ccccc3)N(C3CCCC3)C2=O)c(C)n1-c1ccc(Cl)cc1	-53*	-56*	-37*	-84*

nr	MOLT-4	K-562	MDA-MB-435	RPMI-8226
51	109&68	102&131	106&117	100&96
54	85	97	115	102
49	-18*	-23*	-82*	-43*

Further compounds
nr	SMILES	MDA-MB-231	MCF7	SR	MDA-MB-468
61	C/C(=C(/c1ccc(Cl)cc1)c1ccc(OCCN2CCCCC2)cc1)c1ccc(Cl)cc1	113	80	96	102
62	COC(=O)c1nc(-c2ccccc2)oc1S(=O)(=O)N1CCN(c2cccc(Cl)c2)CC1	74	39	/	47
63	COc1ccc(OC)c(-c2cn3nc(-c4c[nH]c5ccc(Br)cc45)sc3n2)c1	9.5*	13	22	59
64	C=C(CC[C@@H](C)[C@H]1CC[C@H]2C3=C[C@H](O)[C@H]4C[C@@H](O)CC[C@]4(C)[C@H]3CC[C@]12C)C(C)C	92	93	92	99
65	Nc1cc(-c2ccccc2)nn1-c1nc(-c2ccc(Cl)c(Cl)c2)cs1	85	51	101	109
66	COc1cccc2c1C(=O)c1ccccc1C2=O	93	102	98	99
67	Oc1ccc(C=NCCN=Cc2ccc(O)cc2)cc1	/	101	93	99
68	CCOC(=O)CCCCN1C(=O)S/C(=C\c2cccc([N+](=O)[O-])c2)C1=O	97	81	99	107
69	Oc1cccc(-c2nc3sccn3c2-c2ccncn2)c1	81	77	60	83
70	C=C[C@@H]1C[C@@H]2Cc3cc(F)ccc3N1O2	112	100	32	116
71	COC(=O)c1ccc(C(=O)OC)c(=O)[nH]1	109	105	50	100
72	C/C=C\C=C\C(=O)OCCC	99	104	/	107
73	Cc1ccc(-c2ccnc3c2c(=O)[nH]c(=O)n3CCc2ccccc2)cc1	101	94	74	98
74	CC1(C)CCC(C)(C)c2cc3c(cc21)C(C)(C)CCC3(C)C	/	100	/	101
75	Nc1ccc(S(=O)(=O)O)c2ccc(S(=O)(=O)O)cc12	104	92	72	/

nr	MOLT-4	K-562	MDA-MB-435	RPMI-8226
61	100	69	107	107
62	39	39	70	37
63	49	6.0*	24	79
64	84	95	107	88
65	102	98	108	99
66	90	105	113	102
67	101	88	96	88
68	107	100	99	99
69	101	90	46	118
70	/	96	99	94
71	86	106	99	95
72	/	/	102	107
73	86	90	95	90
74	/	/	98	104
75	69	98	102	81

Screening data as filed in PubChem BioAssay.
